# Screening results deposited in PubChem by National Center for Advancing Translational Sciences (NCATS).
# TDP43 rescue – TDP-43 toxicity inhibition in yeast. AID 652104. actives 1.8% (n = 410,000). Potency, µM (series often up to 46.1 µM), for the others: at the highest dose growth rescue (activation), actives largely listed as activators. TDP-43 expressing yeast growth rescue, BacTiter-Glo, 24 h; also: % of control where 0% means no effect; nearly all actives have a fitted effect of over 50% in size
#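 Readout is BacTiter-Glo luminescence of cell growth, so inhibitors register as activators. TDP-43-expressing yeast at OD600=0.02 in galactose medium, after raffinose pregrowth to mid-log, were incubated with compound for 24 hr at 30 deg C.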
# EPAC2 agonist – agonists of human EPAC2 (RAPGEF4). Q8WZA2. EPAC2 activation, biochemical qHTS; response scale: 100% = 6.5 mM cAMP response. Potency, µM (titrated, usually from 154 µM), for inactives: top-dose activation, usual class: activators. actives 0.079% (n = 360,000). AID 720711; also: nearly all actives have a fitted effect of over 50% in size
#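 Setup: EPAC2 100 nM, labeled Rap1B complex 250 nM, free GDP 50 uM. Compound titrations pinned in, brief spin, 5 min room temperature incubation. Kinetic fluorescence read over 30 min, normalized to 6.5 mM cAMP.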
# PTHR1 agonist – PTHR1 (human) receptor agonism; Q03431; HEK293 GP2 PTHR1 cells, GloSensor cAMP luminescence, 1 h; Potency, µM (series often up to 115 µM), for inactives: at the highest dose activation, hits mostly activators; actives 0.075% (n = 410,000); also: nearly all actives have a fitted effect of over 55% in size; some results filed as inactive show a strong effect at the top dose; inactives centre near -15; many of its hits are not listed in these tables
# Target sequence (Q03431 whole entry, looked up): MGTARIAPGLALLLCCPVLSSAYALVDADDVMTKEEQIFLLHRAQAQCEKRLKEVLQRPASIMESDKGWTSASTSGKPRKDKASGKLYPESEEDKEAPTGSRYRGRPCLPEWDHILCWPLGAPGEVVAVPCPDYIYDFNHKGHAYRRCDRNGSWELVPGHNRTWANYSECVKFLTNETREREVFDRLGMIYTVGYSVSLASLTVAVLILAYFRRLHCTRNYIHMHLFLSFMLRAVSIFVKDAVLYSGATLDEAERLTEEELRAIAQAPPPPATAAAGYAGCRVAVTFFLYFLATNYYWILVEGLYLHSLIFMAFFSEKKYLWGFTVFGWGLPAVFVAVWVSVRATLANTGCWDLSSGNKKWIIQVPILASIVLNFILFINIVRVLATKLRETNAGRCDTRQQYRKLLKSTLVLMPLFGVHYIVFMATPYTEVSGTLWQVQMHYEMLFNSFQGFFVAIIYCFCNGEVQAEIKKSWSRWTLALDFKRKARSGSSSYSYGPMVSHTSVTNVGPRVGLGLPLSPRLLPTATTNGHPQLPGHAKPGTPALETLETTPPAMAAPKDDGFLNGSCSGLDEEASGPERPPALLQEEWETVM
#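 HEK-293-derived GP2 cells expressing PTHR1 and a GloSensor cAMP reporter, 3,000/well, plated overnight, given luciferin plus IBMX (each 0.5 mM as added) for 1 h at 37 °C, then compound for 1 h at 37 °C. Luminescence was read after 15 min at room temperature.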
# EPAC2 antagonist – blocks human EPAC2 exchange factor; Q8WZA2; EPAC2 GEF exchange of Rap1B-BODIPY-GDP, fluorescence; Potency, µM (doses to about 114 µM), for the others: top-dose activity, negative = inhibition, actives largely listed as inhibitors; actives 0.18% (n = 360,000); AID 720708; also: % is scaled to controls: 0 for no effect and ±100 for the full control effect; nearly all actives have a fitted effect of over 45% in size; many of its hits are not listed in these tables
# FUS suppressor – suppressors of FUS proteinopathy in yeast; S. cerevisiae FUS-expressing, growth rescue, OD600, 24 h; Potency, µM (series often up to 76.6 µM), for inactives: at the highest dose growth rescue (activation), hits mostly activators; actives 0.24% (n = 390,000); AID 1347120;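 also: plate controls were DMSO vehicle for no effect and reference control for full effect; nearly all actives have a fitted effect of over 55% in size; some results filed as inactive show a strong effect at the top dose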
#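 Quantitative HTS measuring growth restoration of FUS-toxic yeast. Galactose-induced cells (OD 0.005) were exposed 24hr at 30C to compounds at several concentrations, then absorbance at 600 nm was recorded.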
# EPAC1 ag – EPAC1 (human) agonism. actives 0.073% (n = 360,000). O95398. EPAC1 agonist qHTS, biochemical assay; response scale: 100% = response to 6.5 mM cAMP. AID 720707. Potency, µM (titrated, usually from 154 µM), inactives show top-dose activation, most hits filed as activators; also: nearly all actives have a fitted effect of over 60% in size
#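 Nucleotide exchange by EPAC1 (100 nM) on Rap1B–BODIPY-GDP (250 nM) in the presence of 50 uM GDP is tracked fluorescently at 480/540 nm over 30 min. Signals are normalized to a 6.5 mM cAMP control.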
# aSyn rescue – rescues yeast growth from alpha-synuclein toxicity; Yeast expressing alpha-synuclein, growth rescue, BacTiter-Glo, 24 h; Potency, µM (doses to about 46.1 µM), for the others: at the highest dose growth rescue (activation), most hits filed as activators; actives 0.14% (n = 370,000); also: % of control where 0% means no effect; nearly all actives have a fitted effect of over 65% in size
#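 Rescue of yeast growth: cells expressing toxic alpha-synuclein, induced in galactose at OD600 0.02, incubated with compound 24 h at 30 C. ATP luminescence quantified growth; inhibitors of toxicity appear as activators.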
# EPAC1 antagonist – blocks human EPAC1 exchange factor; AID 720709; O95398; actives 0.14% (n = 360,000); EPAC1 GEF assay, Rap1b-BODIPY-GDP exchange fluorescence; Potency, µM (titrated, usually from 115 µM), for the others: at the highest dose activity change, negative = inhibition, most hits filed as inhibitors;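 also: plate controls were vehicle for no effect and positive control for full effect; nearly all actives have a fitted effect of over 50% in size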
# * = called active by the depositor; i = inactive; ? = inconclusive; . = no result given; & = joins results of further samples; [ ] = another dose, or the depositor's remark. Calls follow the shape of the dose curve; as a rule, active = well fitted curve in the direction sought with a large enough effect; inconclusive = small, poorly fitted or top-dose-only effect, or another doubt; inactive = no such curve, though single readings can be large; an effect the other way counts as inactive or inconclusive. Potency is read from the fitted curve at half-maximal effect. Not all compounds are listed, so the mix of outcomes need not match the whole.
SMILES,TDP43 rescue,EPAC2 agonist,PTHR1 agonist,EPAC2 antagonist,FUS suppressor,EPAC1 ag,aSyn rescue,EPAC1 antagonist
CC1(C(=O)Nc2ccc3c(c2)OCCO3)CN(S(C)(=O)=O)CC(=O)N1CCc1ccccc1F (centres undefined),-8.5%,11.5%,-11.9%,4.1%,17.5%,-1.7%,-4.1%,-22.0%
COc1ccc(S(=O)(=O)N2CCOCC2)cc1NC(=O)C1CCCN1C(=O)c1cccs1 (centres undefined),-12.3%,0.9%,?,2.5%,4.0%,-5.7%,0.8%,-23.4%
CCOc1ccc(NC(=O)c2cccc(S(=O)(=O)NCc3cccnc3)c2)cc1,2.0%,6.1%,i,13.9%,-58.5%,0.9%,-4.9%,15.7%
COC(=O)c1ccc(Nc2nc(C)nc3c2nnn3Cc2ccccc2)cc1,4.4%,-11.7%,-6.7%,-2.6%,5.3%,0.0%,0.0%,-9.2%
Cc1ccc(C)c(CN2CCNC2=O)c1,-23.6%,1.7%,-9.6%[57.5 µM],16.6%,10.0%,-4.8%,-2.2%,17.6%
COc1cc2cnc(-c3ccccc3)c(C(=O)c3ccc(OCc4ccccc4)cc3)c2cc1OC,14.8%,11.4%,-0.3%,0.1%,?,-5.4%,-10.0%,-0.8%
CC1(C)CC(=O)N(c2cc(Cl)ccc2Cl)C(=O)C1,21.9%,11.5%,-0.3%,4.6%,-22.4%,12.3%,-2.7%,-1.1%
COc1ccc(C2NC(=S)N3C(c4ccc(OC)cc4)NC(=S)N23)cc1 (centres undefined),-1.9%,6.3%,i,13.6%,-3.9%,-8.9%,?,-0.6%
CC1(C)Oc2ccc(C(=O)NC3CCCC3)cc2N(CC(=O)NC2CCCCC2)C1=O,28.9%,-12.1%,i,4.3%,46.1%,-18.5%,1.7%,-9.5%
Cc1ccccc1S(=O)(=O)Cc1ccc(C(=O)NCCc2ccccc2)o1,1.2%&13.0%,-1.6%,-12.6%&-45.1%,-5.5%,-4.5%&12.6%,9.6%,-0.1%,?
COc1ccc(-n2nc(C(=O)NCC(=O)NCCC3=CCCCC3)c3ccccc3c2=O)cc1,-10.6%,11.4%,i,-15.8%,33.9%,8.0%,6.4%,-10.7%
CC(C)NC(=O)C1CCN(C2CCN(C(=O)C3=CCCC3)CC2)CC1,13.6%,1.3%,i,24.7%,-34.9%,0.0%,4.5%,-14.8%
Cc1ccc(NC(=S)N(CCCN2CCOCC2)Cc2ccco2)cc1C,19.9%,0.2%,i,0.3%,7.7%,-1.7%,3.4%,-1.9%
CCOc1ccc(S(=O)(=O)Nc2ccccc2C(=O)N/N=C/c2c(OC)ccc3ccccc23)cc1,-12.1%,12.9%,i,-6.6%,7.0%,17.5%,-5.9%,-23.6%
CCCCOC(=O)CNc1nnc(SCC(=O)OCC)[nH]c1=O,12.8%,9.2%,-25.1%,-3.0%,-0.9%,0.3%,5.9%,-13.7%
CN(C)c1nc(Cl)nc(NCCOc2ccccc2)n1,?,3.0%,i,-0.7%,.,0.9%,-6.8%,-0.3%
COc1cccc(/C=N/n2cnc3c(cnn3-c3ccccc3)c2=O)c1,7.2%,-1.2%,-4.3%,-0.7%,36.9%,1.1%,-1.3%,4.5%
COc1ccccc1CCNC(=O)C1CCC(=O)N(Cc2ccccc2OC)C1 (centres undefined),1.0%,12.0%,-24.2%,4.8%,23.6%,3.5%,-1.8%,11.3%
CC(C)=NNc1nc(-c2ccccc2)c(C)s1,3.3%,4.3%,3.4%,-7.2%,18.3%,3.0%,-2.4%,4.1%
Cc1cccn2c(=O)c3cc(C(=O)NC4CCCC4)c(=N)n(C4CCCC4)c3nc12,8.7%,3.9%,i,-1.6%,6.0%,-6.5%,-0.6%,0.1%
Cc1nnc(NC(=O)CSc2nnc(CNC(=O)c3ccccc3F)n2C(C)C)s1,4.5%,-7.4%,i,-11.2%,4.5%,1.1%,-8.4%,-12.4%
O=C(Nc1ccccc1)C1=C[C@H](c2csc3ccccc23)C[C@H](OCCCCO)O1,?,19.8%,-22.2%,-0.1%,?,7.6%,2.6%,-28.3%
CSc1nnc(-c2ccccc2)c(-c2ccccc2)n1,14.5%,9.6%,-22.4%,?,-14.0%,18.1%,-0.8%,5.9%
O=C(Nc1ccnn1C1CCN(Cc2ccccn2)CC1)c1cccc(F)c1,12.2%,3.6%,i,3.8%,5.3%,0.3%,2.7%,7.8%
COCCNc1c2c(nc3c(-c4ccccc4)c(C)nn13)CCCC2,-3.2%,7.6%,-6.7%[57.5 µM],-2.7%,7.6%,10.0%,7.1%,7.6%
COc1ccc(CCC(=O)Nc2ccc(OC)c(S(=O)(=O)N3CCCCC3)c2)cc1OC,5.1%,3.0%,-77.8%[inhibitor],0.2%,16.2%,-1.4%,0.6%,6.2%
Cc1ccc(S(=O)(=O)N(C)C)cc1NC(=S)NCCc1ccccn1,-17.5%,1.3%,i,14.3%,2.6%,-13.2%,-4.8%,-11.9%
Cc1ccc2nc(-c3ccccn3)c(NC3CCCC3)n2c1,-14.2%,10.4%,i,-5.6%,39.3%,0.6%,-8.8%,?
CNS(=O)(=O)c1cc(O)c2c(S(=O)(=O)NC)cccc2c1,2.5%,2.3%,-4.8%[57.5 µM],3.6%,-6.1%,-1.9%,4.9%,-7.2%
COc1cccc(NC(=O)C(=O)N/N=C/c2cc(C)n(-c3ccc(Cl)c(Cl)c3)c2C)c1,-9.0%,13.9%,18.0%[57.5 µM],-7.5%,13.5%,10.2%,-17.2%,?
CCC(C(=O)OCn1nnc2ccccc2c1=O)c1ccccc1 (centres undefined),21.4%,-3.5%,-29.5%,2.6%,7.1%,-14.7%,5.2%,-1.8%
CCOC(=O)C1(C)CCCN(C(=O)c2ccccc2F)C1 (centres undefined),17.5%,9.3%,3.9%,-16.4%,-6.7%,-1.2%,-15.0%,-5.3%
CC(CCc1ccccc1)NC(=O)C(=O)NCCc1ccccc1 (centres undefined),14.4%,4.1%,i,11.8%,5.0%,-1.2%,-7.0%,-4.8%
COc1ccc(N2CCN(c3cncc(C)n3)CC2)cc1,20.5%,-2.3%,3.4%,-6.3%,8.1%,-11.4%,-5.9%,-1.0%
FC(F)(F)c1nc(NCc2ccccc2)c2nnn(Cc3ccccc3)c2n1,9.2%,-1.4%,-13.2%,-0.9%,15.6%,3.6%,6.8%,-13.5%
Cc1cc(NC(=O)CCC(=O)N(Cc2ccco2)C2(C(=O)NC3CCCC3)CCCCC2)no1,?,5.3%,-36.7%[inhibitor],-2.3%,7.3%,2.9%,-4.6%,8.6%
CCC(=O)N1CCN(c2nc(CC)nc3sc4c(c23)CCCC4)CC1,?,5.0%,i,-7.1%,31.7%,5.9%,0.1%,2.5%
O=C(CCS(=O)(=O)c1ccccc1F)Nc1ccc(N2CCN(Cc3ccccc3)CC2)cc1,17.1%,2.6%,i,7.5%,-0.9%,1.7%,-0.1%,4.8%
CCCCC(=O)NNC(=O)CC(=O)Nc1ccccc1C(=O)O,-2.2%,15.1%,-4.3%,6.8%,-26.2%,7.9%,-0.5%,-7.6%
COc1ccc(-c2nn(-c3ccccc3)cc2C(=O)NCC2CCCO2)cc1 (centres undefined),27.5%,-7.3%,i,-2.1%,27.2%,2.3%,-8.9%,13.8%
C/C(NCCc1ccccc1)=C1/CCOC1=O,21.6%,-8.5%,i,13.0%,-9.9%,-15.0%,5.6%,10.3%
Cc1cc(C(=O)NNC(=O)NC(C)C)no1,1.9%,4.2%,i,10.1%,6.4%,-0.2%,-5.9%,-15.8%
CC(=O)Nc1c(O)nc(SCC(=O)Nc2cccc(C)c2)[nH]c1=O,-16.3%,5.1%,?,-11.3%,5.1%,2.9%,-10.4%,-5.4%
COc1ccccc1-n1c(=S)[nH]c2c(sc(=S)n2-c2ccc(C)cc2C)c1=O,-10.8%,1.5%,?,8.0%,30.6%,5.1%,0.1%,-9.4%
C=CCNC(=O)c1ccc2c(=O)n(Cc3ccccc3OC)c(=S)[nH]c2c1,14.6%,-3.5%,i,-6.8%,-12.8%,-2.1%,-4.4%,3.6%
Cc1cc(OCCOCCNCc2ccccc2)ccc1C(C)C,0.5%,-1.2%,-19.2%,6.8%,-14.9%,-0.7%,-12.9%,-15.5%
CC(=O)Nc1cc(-c2ccccc2)cn2c(-c3ccc(F)c(Cl)c3)cnc12,?,-10.3%,-9.0%,-15.2%,?,-9.2%,-16.6%,-16.0%
COc1ccccc1NC(=O)c1cc[n+](C)cc1,11.9%,4.1%,-5.4%,4.4%,-19.6%,1.8%,0.0%,-14.9%
CN(CC(=O)Nc1ccc(Cl)cc1)C(=O)C1=COCCO1,16.2%,4.9%,i,13.3%,-6.2%,-9.6%,6.3%,22.0%
CN(/N=C/c1cc(Br)cc(Br)c1O)c1ccccc1,0.5%,13.4%,-14.5%,-2.4%,-12.9%,15.6%,2.4%,1.1%
O=C(c1ccc([N+](=O)[O-])o1)N1CCc2ccccc2C1,-51.9%[inhibitor],3.0%,-42.3%,5.0%,-14.9%,-5.8%,-1.3%,1.6%
CC1=C(C#N)C(NC(=O)C(C)(C)C)(C(F)(F)F)C(=O)N1 (centres undefined),-2.4%,3.1%,i,1.3%,-11.9%,14.4%,.,-8.1%
C=CCc1c(C)nc(N2CCSCC2)[nH]c1=O,11.6%,3.7%,i,4.8%,3.1%,-2.3%,-2.7%,-7.3%

# Some of these compounds in order of their number in EPAC1 antagonist, low to high:
structure	PTHR1 agonist	EPAC2 antagonist	EPAC1 antagonist
CC(C)NC(=O)C1CCN(C2CCN(C(=O)C3=CCCC3)CC2)CC1	i	24.7%	-14.8%
COc1ccccc1-n1c(=S)[nH]c2c(sc(=S)n2-c2ccc(C)cc2C)c1=O	?	8.0%	-9.4%
C=CCc1c(C)nc(N2CCSCC2)[nH]c1=O	i	4.8%	-7.3%
CNS(=O)(=O)c1cc(O)c2c(S(=O)(=O)NC)cccc2c1	-4.8%[57.5 µM]	3.6%	-7.2%

# Reformatted as labelled records: 2 of the compounds above.
CN(CC(=O)Nc1ccc(Cl)cc1)C(=O)C1=COCCO1
  TDP43 rescue = 16.2%	EPAC2 agonist = 4.9%	PTHR1 agonist = i	EPAC2 antagonist = 13.3%	FUS suppressor = -6.2%	EPAC1 ag = -9.6%	aSyn rescue = 6.3%	EPAC1 antagonist = 22.0%

C=CCc1c(C)nc(N2CCSCC2)[nH]c1=O
  TDP43 rescue = 11.6%	EPAC2 agonist = 3.7%	PTHR1 agonist = i	EPAC2 antagonist = 4.8%	FUS suppressor = 3.1%	EPAC1 ag = -2.3%	aSyn rescue = -2.7%	EPAC1 antagonist = -7.3%
